Jurkat NFkB inh = inhibitors of induced NF-kB luciferase reporter, primary screen, TCR NF-kB activation inhibitor project, cell-based, luminescence, uHTS; Jurkat, PMA/ionomycin-induced NF-kB luciferase reporter; inhibition, % at 4 µM; 0.53% of 330,000 active
697 NFkB inh = inhibitors of PMA/ionomycin-induced NF-kB reporter, 697 cells, primary screen, B-cell NF-kB inhibitor project, cell-based, luminescence, uHTS. 697 B-cell NF-kB luciferase reporter, 16 h. inhibition, % at 4 µM. 0.33% of 330,000 active. AID 435022, 2010; in the data active = inhibition above about 35%
Apaf-1 inh = inhibitors of human Apaf-1 apoptosome, primary screen, biochemical, DEVD-Rh110 fluorescence, uHTS. reconstituted apoptosome caspase-3 activity. 0.71% of 330,000 active. inhibition, % at 20 µM. Apoptotic protease-activating factor 1 (Homo sapiens), O14727; active = inhibition of at least 40% at 20 µM;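 note: plate controls were DMSO wells for no effect and DEVD-CHO caspase inhibitor wells for full effect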
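Material: cell-free apoptosome with Apaf-1, procaspase-3 and caspase-9; Buffer or medium: Hepes pH 7.5 with detergent and BSA; Reagent: cytochrome c trigger plus (Z-DEVD)2-Rh110 caspase-3 substrate; Times: compound with Apaf-1, dATP, procaspase-3 30 min, then 50 min reaction, room temperature; Technique: Rh110 fluorescence intensity.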
HKDC1 inhibitor = HKDC1 hexokinase inhibitors, primary screen, biochemical, fluorescence, uHTS; 0.16% of 340,000 active; AID 493160, 2011; recombinant HKDC1, G6PDH/diaphorase resazurin coupled fluorescence; Q2TB90; inhibition, % at 20 µM;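 active = inhibition above about 35% when tested at 20 µM, limit read from the data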;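 note: plate controls were DMSO wells with enzyme for no effect and DMSO wells lacking enzyme for full effect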
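System: Recombinant HKDC1 hexokinase | Amount: HKDC1 at 5 µg/mL | Reagent: Glucose with 1 mM ATP | Doses: Single 20 µM dose | Incubation: Reaction time 90 min, room temperature, protected from light | Signal: Coupled resazurin fluorescence, excitation 525 nm, emission 613 nm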
SENP7 inh = SENP7 protease inhibitors, primary screen, biochemical, luminescence, uHTS. Sentrin-specific protease 7 (Homo sapiens), Q9BQF6. recombinant SENP7, Z-RLRGG-aminoluciferin luminescence, 40 min. inhibition, % at 5 µM. 1.5% of 330,000 active. AID 434973, 2010;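 active = inhibition above about 50% at the single test dose, limit read from the data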;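 note: plate controls were DMSO with enzyme for no effect and no enzyme buffer wells for full effect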
Target sequence (Q9BQF6 706-1050 limits assumed): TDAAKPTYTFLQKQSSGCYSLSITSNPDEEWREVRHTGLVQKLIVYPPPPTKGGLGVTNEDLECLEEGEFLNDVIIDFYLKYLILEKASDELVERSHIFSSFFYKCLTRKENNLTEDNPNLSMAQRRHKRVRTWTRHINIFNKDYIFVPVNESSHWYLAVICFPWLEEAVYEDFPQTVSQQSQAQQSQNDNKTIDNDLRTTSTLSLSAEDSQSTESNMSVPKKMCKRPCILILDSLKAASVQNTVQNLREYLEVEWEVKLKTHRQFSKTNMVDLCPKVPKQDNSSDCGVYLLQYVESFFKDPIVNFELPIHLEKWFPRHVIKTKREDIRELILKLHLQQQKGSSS
SENP8 block = SENP8 protease inhibitors, primary screen, biochemical, luminescence; Sentrin-specific protease 8 (Homo sapiens), Q96LD8; purified SENP8, Z-RLRGG-aminoluciferin cleavage; inhibition, % at 10 µM; 1.2% of 330,000 active
Target sequence (Q96LD8 whole entry, looked up): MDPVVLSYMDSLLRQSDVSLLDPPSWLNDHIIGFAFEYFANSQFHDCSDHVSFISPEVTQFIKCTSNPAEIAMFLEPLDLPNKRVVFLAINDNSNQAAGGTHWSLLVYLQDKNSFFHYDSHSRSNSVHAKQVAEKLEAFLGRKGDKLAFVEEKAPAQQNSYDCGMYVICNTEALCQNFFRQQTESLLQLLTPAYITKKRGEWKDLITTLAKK
UBC13 inh = UBC13 polyubiquitin chain formation inhibitors, primary screen, biochemical, TR-FRET, uHTS | inhibition, % at 20 µM | 0.47% of 330,000 active | AID 485273, 2010 | Ubiquitin-conjugating enzyme E2 N (Homo sapiens), P61088; in the data active = inhibition above about 45%, passing the limit was not always enough
Target sequence (P61088 whole entry, looked up): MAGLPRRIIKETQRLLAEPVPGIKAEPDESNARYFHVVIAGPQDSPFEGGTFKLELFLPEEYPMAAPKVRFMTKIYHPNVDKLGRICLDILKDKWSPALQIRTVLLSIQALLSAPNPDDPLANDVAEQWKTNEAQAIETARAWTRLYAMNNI
Gli-Sufu antag = Gli-Sufu pathway antagonists, primary screen, luciferase luminescence, Sufu-KO-LIGHT cells, uHTS; AID 588413, 2011; 0.74% of 340,000 active; inhibition, % at 5 µM; Sufu-KO-LIGHT fibroblasts, Gli luciferase reporter luminescence;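 active = inhibition above about 55%, limit read from the data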;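 note: 0% = DMSO-treated cells and 100% = wells with medium but no cells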
* marks the source's active call; other numbers are inactive results; · = not tested or not shown. Cut-off read from the data, not from the text of the source, unless noted: active = inhibition above about 50%; inactive = the rest.

SMILES	Jurkat NFkB inh	697 NFkB inh	Apaf-1 inh	HKDC1 inhibitor	SENP7 inh	SENP8 block	UBC13 inh	Gli-Sufu antag
COc1cccc(NC(=O)CSc2nnc(CNC(=O)c3ccccc3F)o2)c1	-2.9	11.2	-6.2	-6.3	-1.6	-4.1	-2.2	-10.0
COc1cccc(C2=CC(=O)CC(C)(C)C2)n1	-0.6	5.0	2.6	-2.0	-2.0	3.9	-1.6	-1.5
Cc1cc(C(=O)NCCc2ccccc2)ccc1[N+](=O)[O-]	-64.7	-110.0	-8.2	-11.4	-15.0	-17.0	1.5	-76.5
CCN(CC)C(=O)C1CCCN(Cc2ccccc2C(F)(F)F)C1 (configuration not stated)	-9.3	-28.2	8.2	-0.5	-5.1	-7.5	-9.5	3.2
Cc1cc(=O)cc(C)n1-c1ccc(F)cc1F	-7.2	5.0	-6.2	-2.6	-3.0	-8.4	8.1	4.2
Cc1ccc(C(=O)NS(=O)(=O)c2ccc(N=NN(C)C)cc2)cc1	6.2	6.1	6.5	-5.1	-5.0	-10.0	-9.7	-1.3
C=CCn1c(CNc2ccc(C)cc2)nnc1SCC(=O)N/N=C/c1ccc(O)cc1O	8.3	-19.6	-11.6	-29.5	-2.5	3.7	-14.4	4.8
Cc1ccc[n+](CC(=O)Nc2nc3ccccc3s2)c1	-2.0	-7.4	-2.3	0.0	0.6	-7.7	-4.4	0.0
O=C(O)CCn1c(-c2ccccc2)cc2ccccc21	7.3	-9.1	-16.7	-3.0	16.5	-5.2	3.5	11.6
c1ccc(C[n+]2cccc(-c3ccccc3)c2)cc1	26.1	-7.0	4.8	-11.6	-5.4	-2.8	5.6	57.0*
COc1ccc(COC(=O)CCN=C2NS(=O)(=O)c3ccccc32)cc1F	3.4	29.3	5.5	-4.6	3.0	-6.6	1.3	-15.1
Cc1[nH]oc(=O)c1N=Nc1ccccc1	6.5	13.8	-3.2	5.9	5.3	-4.9	-12.2	12.2
O=C(O)CCC(=O)Nc1ccc(C(=O)OCC(=O)c2ccc(Cl)cc2)cc1	9.2	26.5	5.6	-7.9	-1.7	-2.0	-3.6	-0.1
O=C(/C=C/c1ccccc1)Nc1ccc(CN2CCOCC2)cc1	-54.0	-82.7	4.3	-5.2	-1.4	-6.8	-7.0	-32.9
COc1cccc(C(=O)N2c3ccccc3Sc3ccccc32)c1	-3.9	-12.2	18.4	6.9	-3.1	-3.0	21.9	3.3
CC(C)C(NC(=O)OCc1ccccc1)C(=O)O (configuration not stated)	11.6	16.5	-27.1	-2.3	-0.6	4.1	6.7	5.3
C/C(=N/NC(=O)CCC(=O)Nc1cccc(Cl)c1)c1ccc(C)cc1	-5.9	1.4	-3.7	1.0	-5.7	-6.9	-3.1	1.9
COC(=O)/C(=C(/F)SCC(C)=O)C(F)(F)F	12.9	6.2	-16.0	·	7.8	4.4	3.3	·
O=[N+]([O-])c1ccc(Cl)c(S(=O)(=O)Nc2cccc(S(=O)(=O)NC3=NCCC3)c2)c1	-2.7	7.1	7.3	13.1	3.9	-6.3	-12.7	1.7
CCOc1cc(C)c(S(=O)(=O)NCCCn2ccnc2)cc1C	6.8	-5.1	-0.3	-4.3	3.8	2.0	5.8	14.1
COc1ccc(NC(=O)CN(C)CC(=O)Nc2ccc(Cl)c(S(=O)(=O)N(C)C)c2)cc1	6.5	-8.1	3.6	0.5	4.7	-2.8	-3.1	5.9
Cc1ccc(-c2n[nH]c(=S)n2/N=C\c2ccco2)cc1	13.2	12.5	8.1	-6.9	10.9	-0.2	-0.9	3.4
COc1ccc(NC(=O)C2CCCNC2)cc1OCC(C)C (configuration not stated)	-2.4	-0.9	-1.8	-6.0	-2.3	-9.3	31.7	45.0
COc1cccc(Nc2cc(N3CCOCC3)c3nonc3c2[N+](=O)[O-])c1	3.0	7.7	7.9	1.1	-9.4	-6.2	-23.4	4.0
O=C(Nc1ccsc1C(=O)O)c1ccccc1	3.2	-9.6	6.2	1.6	10.1	11.8	1.8	3.3
Cc1ccc(C(C(=O)NC2CCCC2)N(C(=O)c2csnn2)c2ccccc2)o1 (configuration not stated)	0.7	12.6	-0.2	-3.6	-6.5	1.1	1.6	30.9
O=C(CSc1nnc(Cc2ccccc2)o1)c1ccc2c(c1)OCO2	2.4	13.4	10.3	-4.6	-6.2	0.0	-1.6	-9.9
O=C(/C=N/O)NCCCn1ccnc1	-4.8	3.5	1.4	-3.7	8.5	7.0	5.8	5.3
Cc1oc2c(C)c3oc(=O)c(CCC(=O)N[C@@H](CC(C)C)C(=O)O)c(C)c3cc2c1C	7.1	19.7	7.4	6.5	1.1	-1.7	0.3	6.3
N#Cc1cn(-c2ccccc2)nc1-c1cc2ccccc2oc1=O	-20.4	-53.4	19.3	-4.0	-8.1	-4.3	11.9	-20.4
CC(Oc1ccc(Cl)cc1Cl)C(=O)NCCCCc1ccccc1 (configuration not stated)	6.2	4.8	10.0	-8.7	4.2	5.1	11.6	10.1
COc1cccc(CNS(=O)(=O)c2csc(C(N)=O)c2)c1	0.0	-4.9	7.8	-1.3	13.7	1.6	-0.8	2.1
O=C(c1cc([N+](=O)[O-])cc([N+](=O)[O-])c1)N1CCN(C(=O)c2ccco2)CC1	11.6	10.4	-23.8	0.7	-11.7	-2.3	-2.2	-9.7
CCC[C@@H]1C[C@@]1(CCC)[C@@H](NP(=O)(c1ccccc1)c1ccccc1)c1ccc(C(=O)OC)cc1	12.2	15.7	21.9	3.8	-14.1	-16.9	-16.4	7.4
Cc1cc(C(=O)OCC(=O)Nc2ccccc2C#N)c(C)o1	6.5	-1.7	-45.5	-0.8	-5.8	-0.3	-3.7	-2.8
CCCCCCn1ccc(=N)cc1	62.7*	72.3*	-3.0	-3.9	-3.1	-3.0	4.2	5.2
COc1ccc(-c2nncnn2)cc1	-10.2	-8.4	4.1	8.2	-4.0	-12.5	-64.7	-5.7
CCN(CC)C(=O)C(=O)c1cc(C)n(-c2ccc(F)cc2)c1C	-2.0	-6.4	-2.6	-6.2	-2.6	-8.9	-3.7	-0.2
Cc1c(C(=O)NCCO)sc2nc3n(c(=O)c12)CCC3	3.4	9.3	3.3	-5.1	3.1	3.7	-6.6	-38.8
COc1cc(C(=O)NCCC2=CCCCC2)ccc1OC1CCN(C(C)=O)CC1	-14.7	-14.2	9.5	-5.3	-4.5	-6.8	-0.9	8.0
Cn1c(=O)n(Cc2ccc(F)cc2)c(=O)c2c1nc1n2CCCN1Cc1ccccc1	16.1	-2.9	23.9	-0.2	-4.8	0.7	14.5	22.7
COC(=O)C(C)n1cnc2c(nnn2-c2cccc(OC)c2)c1=O (configuration not stated)	3.1	-4.2	-2.6	4.8	-3.4	-6.0	3.0	-1.5
Cc1cccc(C(=O)OC(C)CN2C(C)CCCC2C)c1 (configuration not stated)	5.2	-3.5	-1.3	-4.7	-6.1	-11.1	-7.2	-11.3
CCOc1ccc(C(=O)OCC(=O)NC2CCCCCCC2)cc1	-13.4	18.2	4.2	1.6	-3.3	-0.3	7.0	·
CCn1c2ccccc2c2cc(NC(=O)CCCN3C(=O)CCC3=O)ccc21	-2.3	3.1	-5.5	3.9	0.6	-3.0	-1.4	-4.5
CCOc1ccc2cc(C3CC(c4ccco4)=NN3S(C)(=O)=O)c(=O)[nH]c2c1 (configuration not stated)	1.6	5.4	7.7	17.4	-5.2	-2.0	-1.7	-0.6
COC(=O)c1ccc(NC(=O)COC(=O)C2CC(=O)N(Cc3ccccc3)C2)cc1 (configuration not stated)	5.7	6.1	5.6	-5.5	-2.1	-11.3	-8.1	-4.5
COc1ccc(C(=O)c2ccc([N+](=O)[O-])cc2Cl)cc1	-2.2	20.7	9.7	-2.9	-8.1	-8.0	-0.9	-7.8

Some of the entries so far, with bars between the fields.
structure | Jurkat NFkB inh | 697 NFkB inh | Apaf-1 inh | HKDC1 inhibitor | SENP7 inh | SENP8 block | UBC13 inh | Gli-Sufu antag
COc1ccc(-c2nncnn2)cc1 | -10.2 | -8.4 | 4.1 | 8.2 | -4.0 | -12.5 | -64.7 | -5.7
CCN(CC)C(=O)C(=O)c1cc(C)n(-c2ccc(F)cc2)c1C | -2.0 | -6.4 | -2.6 | -6.2 | -2.6 | -8.9 | -3.7 | -0.2
COC(=O)C(C)n1cnc2c(nnn2-c2cccc(OC)c2)c1=O (configuration not stated) | 3.1 | -4.2 | -2.6 | 4.8 | -3.4 | -6.0 | 3.0 | -1.5
COc1cc(C(=O)NCCC2=CCCCC2)ccc1OC1CCN(C(C)=O)CC1 | -14.7 | -14.2 | 9.5 | -5.3 | -4.5 | -6.8 | -0.9 | 8.0

Next part.
SMILES	Jurkat NFkB inh	697 NFkB inh	Apaf-1 inh	HKDC1 inhibitor	SENP7 inh	SENP8 block	UBC13 inh	Gli-Sufu antag
Cc1ccc(-c2noc(CN(C(=O)c3ccc4c(c3)OCO4)C(C)C)n2)cc1	-0.9	-0.5	15.9	-2.0	0.3	0.1	5.2	-12.3
CCC1CCCCN1CCCNC(=O)Cn1ncc2c(C)n(Cc3ccccc3Cl)c(C)c2c1=O (configuration not stated)	-8.5	7.8	18.0	-3.6	-6.0	3.8	13.0	-18.1
Cc1ccc(N=C2N=C(N)c3ccccc32)cc1C	-2.2	-11.7	6.4	-1.9	0.1	-2.4	-3.9	-5.6
CCOC(=O)C1CCN(C(=O)c2ccc3c(SCC(=O)O)c4c(nc3c2)CCCC4)CC1	3.0	-0.2	7.9	-9.9	8.2	4.4	-2.6	-3.2
S=C(Nc1ccc(Br)cc1Cl)N1CCCC1	-43.5	-46.4	-3.1	2.1	4.1	-2.2	1.8	-57.0
Cc1cn2c(-c3cccnc3)nnc2s1	-8.8	8.3	-5.6	-1.2	-4.1	-5.5	3.6	2.3
COc1ccc(-c2noc(CCC(=O)N3CCN(c4cccc(C)c4)CC3)n2)cc1	·	6.7	24.4	4.1	-1.1	·	·	5.3
CC1CCN(CCCCOc2cccc(C(C)C)c2)CC1	1.9	-6.5	2.3	-3.5	9.2	-0.8	12.4	11.8
CN(C)c1ccc(/C=N/NC(=O)c2ccc(NC(=O)c3ccccc3)cc2)cc1	8.1	-0.2	-6.9	-2.3	-6.3	-2.4	1.8	-0.1
CC(=O)Nc1ccc(NC(=O)CN(c2cccc(C(C)=O)c2)S(C)(=O)=O)cc1	0.1	0.4	8.2	-1.4	-4.2	-12.6	-7.2	2.0
COC(=O)C1SCCN1S(=O)(=O)c1ccc(Cl)cc1 (configuration not stated)	3.9	3.2	6.2	-2.3	-2.9	-10.8	-1.8	-0.2
COc1ccc2c(CC(=O)Nc3ncc(C)s3)coc2c1	-54.4	-40.2	1.5	-2.4	-8.1	-13.2	3.4	-106.7
O=C(CCNS(=O)(=O)c1ccc(Cl)cc1)OCC(=O)N1CCN(C(=O)c2ccco2)CC1	23.4	4.8	5.0	-1.4	2.1	4.2	5.4	-4.7
CCOc1ccc2ccccc2c1C1NC(=S)N(C)C(C)=C1C(=O)OC (configuration not stated)	2.7	0.0	7.0	-2.4	-0.8	2.9	9.7	8.5
COC(=O)c1ccc(OC(=O)CCS(=O)(=O)c2ccc(C)cc2)cc1	-8.0	-2.2	1.2	-0.9	4.2	-3.3	0.5	-5.3
NC(=O)C1CCN(Cc2nnnn2Cc2ccco2)CC1	6.0	17.3	-3.4	1.6	3.2	-3.4	-0.7	20.9

Screening data: PubChem, Sanford-Burnham Center for Chemical Genomics
